Screens (PubChem BioAssay)
HEK293 tox: Cytotoxic Profiling in HEK 293 Cell Line of Diverse Libraries Using Quantitative High-Throughput Screening. hit rate 6.6% among 94,000. Potency, µM (doses to about 115 µM), inactives show top-dose activity change, negative = cytotoxicity, hits mostly inhibitors. HEK 293 viability, ATP luminescence (CellTiter-Glo), 48-72 h; further: potency means the concentration at half of the fitted maximal effect; nearly all actives have a fitted effect of over 60% in size
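250 HEK 293 cells/well; compound by pintool; incubated 48 or 72 hr at 37 degree Celsius; CellTiter-Glo added, 10 min RT, luminescence imaged.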
FLuc inh: Firefly luciferase inhibition profiling of diverse chemical library using quantitative high-throughput screening; Luciferin 4-monooxygenase (Photinus pyralis), P08659; purified P. pyralis luciferase, luminescence, biochemical; Potency, µM (highest dose often 115 µM), without a hit: at the top dose activity change, negative = inhibition, usual class: inhibitors; hit rate 2.5% among 76,000; further: potency means the concentration at half of the fitted maximal effect; nearly all actives have a fitted effect of over 65% in size
Target sequence (P08659 whole entry, looked up): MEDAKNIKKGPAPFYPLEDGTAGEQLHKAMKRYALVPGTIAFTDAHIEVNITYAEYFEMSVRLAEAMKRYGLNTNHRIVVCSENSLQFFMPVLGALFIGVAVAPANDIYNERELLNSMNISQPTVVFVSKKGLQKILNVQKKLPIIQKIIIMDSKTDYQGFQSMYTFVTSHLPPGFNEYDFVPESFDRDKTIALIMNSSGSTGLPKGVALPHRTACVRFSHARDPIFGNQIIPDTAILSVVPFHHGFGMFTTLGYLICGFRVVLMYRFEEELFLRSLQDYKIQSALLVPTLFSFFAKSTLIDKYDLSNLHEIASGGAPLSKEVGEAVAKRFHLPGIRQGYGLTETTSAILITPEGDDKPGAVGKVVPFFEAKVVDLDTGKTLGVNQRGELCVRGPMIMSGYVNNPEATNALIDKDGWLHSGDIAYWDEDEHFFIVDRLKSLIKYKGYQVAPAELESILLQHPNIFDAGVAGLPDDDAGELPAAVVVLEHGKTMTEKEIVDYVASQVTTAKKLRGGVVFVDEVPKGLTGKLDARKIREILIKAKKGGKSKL
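Inhibitors were tested against purified firefly luciferase in a biochemical, low-substrate format (both substrates at 10uM) and luminescence measured with a CCD imager.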
SNCA expr inh: Primary qHTS assay for inhibitors of alpha-synuclein gene (SNCA) expression; HEK-293 SNCA-luciferase knock-in, luminescence, 24 h; Potency, µM (series often up to 57.2 µM), for the others: at the top dose activity change, negative = inhibition, hits mostly inhibitors; hit rate 0.17% among 140,000;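 further: potency means the concentration at half of the fitted maximal effect; plate controls were DMSO cells for no effect and cell-free wells for full effect; nearly all actives have a fitted effect of over 45% in size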
GPT2 inh: Primary qHTS assay for inhibitors of Glutamate pyruvate transaminase 2 (GPT2). Alanine aminotransferase 2 (Homo sapiens), Q8TD30. Recombinant GPT2, coupled pyruvate oxidase/HRP Amplex Red fluorescence. Potency, µM (series often up to 57.7 µM), inactives show at the highest dose activity change, negative = inhibition, usual class: inhibitors. hit rate 0.25% among 100,000; further: potency means the concentration at half of the fitted maximal effect; nearly all actives have a fitted effect of over 60% in size; many of its hits are not listed in these tables
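Fluorescence read-out: pyruvate from GPT2 turnover coupled to pyruvate oxidase, HRP and Amplex Red (0.2mM ThPP, 0.2U/mL PO and HRP, 50uM Amplex final). Substrates 250uM a-KG, 2mM L-alanine; enzyme 10ng/uL; 30 min RT.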
SNCA viab count: GF-AFC viability counterscreen for inhibitors of alpha-synuclein gene (SNCA) expression; HEK-293-SNCA-luc viability, GF-AFC fluorescence, 24 h; hit rate 0.12% among 150,000; Potency, µM (highest dose often 57.1 µM), without a hit: at the top dose activity change, negative = cytotoxicity, usual class: cytotoxic;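 further: potency means the concentration at half of the fitted maximal effect; 0% = DMSO-treated cells and -100% = medium-only wells without cells; nearly all actives have a fitted effect of over 30% in size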
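HEK-293-SNCA-luc cells (1500/well) plated 24 h, then exposed 24 h to a dilution series; GF-AFC added 30 min at 37C, fluorescence 405/540 nm; normalised to medium-only and DMSO wells, Hill fit.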
3T3 cytotox: Cytotoxic Profiling in NIH 3T3 Cell Line of Diverse Libraries Using Quantitative High-Throughput Screening. NIH 3T3 viability, CellTiter-Glo ATP luminescence, 48-72 h. Potency, µM (doses to about 96.7 µM), without a hit: at the highest dose activity change, negative = cytotoxicity, hits mostly inhibitors. hit rate 4.3% among 94,000; further: potency means the concentration at half of the fitted maximal effect; nearly all actives have a fitted effect of over 55% in size
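Cells were seeded at 400 per well, treated with pin-transferred compound, and kept 48 or 72 hr at 37 °C before CellTiter-Glo addition and luminescence imaging of cellular ATP.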
IP6K1 inh: Primary qHTS assay for small molecule inhibitors of Inositol hexaphosphate kinase 1 (IP6K1). Inositol hexakisphosphate kinase 1 (Homo sapiens), Q92551. IP6K1 kinase, ADP-Glo luminescence, 2 h; stronger effect = lower value. activity change, % (series mostly up to about 58 µM). hit rate 0.81% among 140,000. AID 1645851, 2021; in the data active means activity change below about -25%
Target sequence (Q92551 whole entry, looked up): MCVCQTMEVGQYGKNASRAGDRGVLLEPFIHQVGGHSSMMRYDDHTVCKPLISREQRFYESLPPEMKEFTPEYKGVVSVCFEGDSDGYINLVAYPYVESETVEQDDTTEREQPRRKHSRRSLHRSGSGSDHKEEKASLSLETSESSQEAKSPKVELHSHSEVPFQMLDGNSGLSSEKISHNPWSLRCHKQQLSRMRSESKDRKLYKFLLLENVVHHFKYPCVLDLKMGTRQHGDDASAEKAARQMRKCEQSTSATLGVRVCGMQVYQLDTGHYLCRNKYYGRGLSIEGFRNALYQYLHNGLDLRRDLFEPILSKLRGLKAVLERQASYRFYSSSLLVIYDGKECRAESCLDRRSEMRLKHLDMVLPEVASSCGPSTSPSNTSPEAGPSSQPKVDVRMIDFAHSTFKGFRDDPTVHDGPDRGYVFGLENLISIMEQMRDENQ
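ADP-Glo luminescence measures ADP made by human IP6K1 during a 2 h RT reaction with ATP/IP6 (mix at 1.3 mM/130 uM); top library doses 57.5 and 19.1 uM final.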
* = called active by the depositor; i = inactive; u = inconclusive; x = no result given; [ ] = dose if it differs, or a comment. Unless noted, the call rests on the fitted dose curve; in most records, active means well fitted curve in the direction sought with a large enough effect; inconclusive means small, poorly fitted or top-dose-only effect, or another doubt; inactive means no such curve, though single readings can be large; an effect the other way counts as inactive or inconclusive. Unless noted, on the % scale 0 is the no-effect control and ±100 the full control effect.

SMILES,HEK293 tox,FLuc inh,SNCA expr inh,GPT2 inh,SNCA viab count,3T3 cytotox,IP6K1 inh
CCOc1ccccc1NC(=O)N1CCC(N2C(=O)C3(CCCC3)C2c2ccccc2)CC1 (centres undefined),u,-2%,u,i,-7%[12.5 µM],u,-1
CCOC(=O)c1cccc(NS(=O)(=O)c2cc(-c3cnc(C4CC4)o3)ccc2C)c1,x,x,u,x,2%,x,19
CNC(=O)c1cc(C2CC2)nc2c1c(C1CCN(C(=O)Nc3ccccc3)C1)nn2C (centres undefined),u,x,x,x,x,-20%,6
Cc1cccc(C(=O)OCc2cc(=O)n3nc(C4CC4)sc3n2)c1,x,x,-2%,x,7%,x,38
Cc1ccc(NC(=O)CC2CCCN(c3cnn(CC4CC4)c(=O)c3)C2)cc1 (centres undefined),-30%,-2%,28%,-10%,-3%,u,8
Cc1nn(CC(=O)N2CCN(c3ccc(F)cc3)CC2)c(=O)c2nc(C(C)C)sc12,4%,-7%,2%,i,-13%,i,22
COc1cccc(C(=O)c2cn(CC(=O)Nc3cccc(C)c3C)c3nc(C)ccc3c2=O)c1,x,x,-3%,x,-9%,x,9
c1ccc(Cc2nnc([C@H]3CCN(C4CCCCC4)C3)o2)cc1,-29%[172 µM],-17%[172 µM],1%[87.6 µM],2%[88.5 µM],-17%[87.6 µM],-23%[174 µM],3
COc1ccccc1N1CCCc2ncc(C(=O)N3CCC[C@@H]3c3ccc(F)cc3)cc21,u,3%[172 µM],13%[87.6 µM],-12%[88.5 µM],-18%[87.6 µM],89µM*,26
Cc1c(Cl)cccc1NC(=O)Cn1cccc1-c1nc(-c2ccc3c(c2)OCO3)no1,-5%,-4%,8%,i,3%,i,3
CC(=O)N1CCn2c(nnc2C2CCCN2Cc2cc(Cl)ccc2F)C1 (centres undefined),-7%,x,6%,i,16%,-15%,7
CC(C)NC(=O)c1nc(-c2cccc(C(F)(F)F)c2)c2cnccn12,1%,6%,-5%,i,9%,3%,0
CC(C)CCN1CCC12Cc1ccccc1NC2=O (centres undefined),u,5%[172 µM],-4%[87.6 µM],i,5%[87.6 µM],-20%[138 µM],-1
O=C(CN1C(=O)COc2ccc(C(=O)COc3ccccc3Cl)cc21)NCCc1ccccc1,u,-3%,1%,-14%,-23%,-23%,15
c1ccc2sc([C@H]3CCN(Cc4ccc5c(c4)OCO5)C3)nc2c1,u,u,26%[87.6 µM],-24%[88.5 µM],u,u,8
O=C(Nc1cccc(C(F)(F)F)c1)Nc1nnc(N2CCCCCC2)s1,x,x,10%,x,-8%,x,-20
Cc1cc(C(F)(F)F)nn1CC(=O)NCCc1ncc(C)n1C(C)C,i,x,36%[activator],i,1%,0%,9
CN(C)[C@@H]1CN(Cc2cccc(C#N)c2)C[C@H]1CO,3%,1%,52%,4%,-1%,4%,-3
Cc1ccc(NC(=O)[C@@H](c2ccccc2)N2Cc3ccccc3C2=O)cc1,x,x,23%,x,11%,x,-25
O=C(NCc1cc(-c2ccccc2Cl)no1)C1CC2(CCNCC2)CN1 (centres undefined),i,4%,3%,0%,8%,i,-12
CC(C)(C)OC(=O)N1CCC(c2c(C(=O)N3CCN(C4CCCCC4)CC3)cnn2-c2cccc(Cl)c2)CC1,x,x,-24%,x,-26%,x,22
CC(=O)N1CCC(N2C[C@H](O)C[C@H]2c2nc(-c3ccccc3)no2)CC1,0%[172 µM],-26%[172 µM],11%[87.6 µM],4%[88.5 µM],-2%[87.6 µM],-5%[138 µM],-9
COc1cccc(OCc2nc3ccccc3n2CCOc2ccccc2)c1,x,x,133%[activator],x,-12%,x,-3
COc1cccc(CN2CCc3nn(C)c(=O)n3CC2)n1,-7%,-4%,5%,i,3%,-29%,14

Reprinted from above, three compounds:
SMILES,HEK293 tox,FLuc inh,SNCA expr inh,GPT2 inh,SNCA viab count,3T3 cytotox,IP6K1 inh
Cc1ccc(NC(=O)[C@@H](c2ccccc2)N2Cc3ccccc3C2=O)cc1,x,x,23%,x,11%,x,-25
O=C(NCc1cc(-c2ccccc2Cl)no1)C1CC2(CCNCC2)CN1 (centres undefined),i,4%,3%,0%,8%,i,-12
CC(C)(C)OC(=O)N1CCC(c2c(C(=O)N3CCN(C4CCCCC4)CC3)cnn2-c2cccc(Cl)c2)CC1,x,x,-24%,x,-26%,x,22

The list continues:
SMILES,HEK293 tox,FLuc inh,SNCA expr inh,GPT2 inh,SNCA viab count,3T3 cytotox,IP6K1 inh
Cc1nn(C)c2nc(N3CCC(C#N)(c4ccccc4)CC3)sc12,28µM*,-3%,-25%,1%[11.5 µM],-17%,u,-4
COc1cccc(NC(=O)N2CCCC(Cn3cnc4cccnc43)C2)c1 (centres undefined),-12%,1%,31%[activator],2%,-7%,-12%,10
CCCS(=O)(=O)N1CCc2nn(CCOC)c(=O)n2CC1,i,-3%,-21%,i,4%,4%,-2
O=C(CCSCc1cccc(Cl)c1)NCc1ccccc1Cl,x,x,-13%,x,2%,x,-16
O=C(Nc1ccccc1)N1CCCC1Cc1noc(-c2ccccc2)n1 (centres undefined),u,x,5%,i,-23%,u,10
Cc1ccc(-c2nn(CC(=O)NC3CCCCC3)c3c2cnc2ccccc23)cc1,x,x,27%,x,-1%,x,7
CN(C)c1cc2c(cc1NS(=O)(=O)c1ccccc1)n(C)c(=O)n2C,x,x,8%,x,-7%,x,-18
COc1ccc(C)c2sc(NC(=O)c3ccc(S(=O)(=O)N4CCCC4)cc3)nc12,x,x,10%,x,-3%,x,-6
CCOc1ccc2c(c1)sc1nc(=O)n(-c3ccc(Cl)c(Cl)c3)c(=O)n12,x,x,14%,x,2%,x,-8
Cn1cc(-c2cnc3[nH]cc(CC(=O)NCC4CCOCC4)c3c2)cn1,-11%[172 µM],0%[172 µM],7%[87.6 µM],i,-9%[87.6 µM],u,-10
CC(C)c1noc(-c2cccn3c(CNC(=O)CCCc4ccccc4)nnc23)n1,u,-9%,-21%,-9%,2%,-29%,11
COc1ccc(CN(C(=O)Nc2ccc(C)c(F)c2)C2CCN(C(C)=O)CC2)cc1,x,x,6%,x,-20%,x,-13

Record cards, from the list above. Order of values: HEK293 tox	FLuc inh	SNCA expr inh	GPT2 inh	SNCA viab count	3T3 cytotox	IP6K1 inh
COc1cccc(C(=O)c2cn(CC(=O)Nc3cccc(C)c3C)c3nc(C)ccc3c2=O)c1 is listed with x	x	-3%	x	-9%	x	9
COc1cccc(CN2CCc3nn(C)c(=O)n3CC2)n1 is listed with -7%	-4%	5%	i	3%	-29%	14
Cc1ccc(-c2nn(CC(=O)NC3CCCCC3)c3c2cnc2ccccc23)cc1 is listed with x	x	27%	x	-1%	x	7
CC(=O)N1CCC(N2C[C@H](O)C[C@H]2c2nc(-c3ccccc3)no2)CC1 is listed with 0%[172 µM]	-26%[172 µM]	11%[87.6 µM]	4%[88.5 µM]	-2%[87.6 µM]	-5%[138 µM]	-9
Cc1c(Cl)cccc1NC(=O)Cn1cccc1-c1nc(-c2ccc3c(c2)OCO3)no1 is listed with -5%	-4%	8%	i	3%	i	3

In the list so far, these contain a cyano group.
SMILES,HEK293 tox,FLuc inh,SNCA expr inh,GPT2 inh,SNCA viab count,3T3 cytotox,IP6K1 inh
CN(C)[C@@H]1CN(Cc2cccc(C#N)c2)C[C@H]1CO,3%,1%,52%,4%,-1%,4%,-3
Cc1nn(C)c2nc(N3CCC(C#N)(c4ccccc4)CC3)sc12,28µM*,-3%,-25%,1%[11.5 µM],-17%,u,-4

Next part:
SMILES,HEK293 tox,FLuc inh,SNCA expr inh,GPT2 inh,SNCA viab count,3T3 cytotox,IP6K1 inh
Fc1ccccc1CN1CCNc2cc(Nc3ccccc3)ncc2C1,112µM*,20µM*,-15%[87.6 µM],-11%[88.5 µM],-30%[87.6 µM],50µM*,-22
Cc1cc(C)c2c(CC(=O)Nc3ccc(S(=O)(=O)Nc4ncccn4)cc3)coc2c1,x,x,-2%,x,8%,x,-3
COCCn1c(C)cnc1CCNC(=O)CC(C)C,i,-3%,6%,i,5%,-1%,3
Cn1ccn2ncc(C(=O)NC3CC(c4nnc(CO)n4C4CC4)C3)c12 (centres undefined),-5%,4%,-1%,4%,6%,1%,-8
NCC(=O)N1CCCC(N2CCN(c3cccc(Cl)c3)CC2)C1 (centres undefined),-25%,9%,8%,i,-4%,-29%,-5
O=C(CCn1ccnc1)N1CCC(c2nc(CCOc3ccc(F)cc3)no2)C1 (centres undefined),-9%,-1%,143%[activator],i,3%[12.5 µM],-12%,7
Cc1ccc2onc(CNC(=O)Nc3cc(F)ccc3F)c2c1,x,x,19%,x,7%,x,-18
CCCCCC(=O)Nc1nc2c(s1)C[C@@H]1[C@](C)(CO)[C@H](O)CC[C@@]1(C)[C@@H]2CC(=O)NCCOC,-1%,-5%,-3%,i,3%,-2%,-13
O=Cc1cccc(Oc2ncnc3ccccc23)c1,-19%[172 µM],x,-6%[87.6 µM],-3%[88.5 µM],-10%[87.6 µM],u,4
COc1ccccc1C(=O)N[C@@H]1CN(Cc2ccncc2)C[C@H]1CN(C)C,u,-1%,-9%,i,-15%,-18%,26
Cc1ccccc1OCC(=O)Nc1ccccc1OCc1cc(=O)n2ccccc2n1,x,x,-15%,x,0%,x,2
Cc1ccc(-c2ccc3nnc(CNC(=O)c4ccccc4C)n3n2)cc1C,i,0%,4%,-5%,-13%,i,-1
CC(=O)NC1(C)CN(c2cccc(C(F)(F)F)c2)C1,u,2%[230 µM],-12%[87.6 µM],-3%[88.5 µM],4%[87.6 µM],u,23
Cn1cnc2cc(Nc3ccc(Cl)cc3F)cc(C(=O)NCc3cccnc3)c21,u,-5%[172 µM],u,u,-14%[87.6 µM],u,16
CO[C@H]1C[C@@H](O)C12CCN(C(=O)c1oc(COc3ccccc3)cc1C)CC2,-24%,-5%,23%,-15%,3%,u,0
